ADAM17 inh = ADAM17 inhibitors, primary screen, biochemical, QFRET; AID 720648, 2013; inhibition, % at 6.95 µM; Disintegrin and metalloproteinase domain-containing protein 17 (Homo sapiens), P78536; 370,000 tested, 0.83% active; recombinant ADAM17, EDANS/DABCYL FRET peptide cleavage;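 active means inhibition above the mean of compounds lying between control limits plus 3 SD, set per campaign, cut at about 8.5% in these data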;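 further: 0% = DMSO-only wells as the low control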
PLC-beta3 inh = human PLC-beta3 inhibitors, primary screen, biochemical, fluorescence | 370,000 tested, 0.18% active | inhibition, % at 12.2 µM | Purified PLC-beta3, fluorogenic substrate; in the data active means inhibition above about 11%;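 further: 0% = median of compound wells on plate and 100% = full blocker control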
ADAM10 inh = human ADAM10 inhibitors, primary screen, biochemical, QFRET, HTS; Disintegrin and metalloproteinase domain-containing protein 10 (Homo sapiens), O14672; recombinant ADAM10, EDANS/DABCYL FRET peptide cleavage, 3 h; inhibition, % at 7 µM; 370,000 tested, 0.62% active; AID 720582, 2013;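 active means inhibition above a per-campaign cutoff equal to the mean of compounds falling between control-based bounds plus 3 SD, cut at about 20% in these data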;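 further: 0% = DMSO wells while the 100% control is not disclosed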
DAX1 inh-1 = DAX1 (NR0B1) inhibitors, primary screen, cell-based, HEK293, Gal4-DAX1, luciferase luminescence; AID 504766, 2011; inhibition, % at 6.75 µM; HEK293 Gal4-DAX1 luciferase reporter; 340,000 tested, 0.99% active; Nuclear receptor subfamily 0 group B member 1 (Homo sapiens), P51843;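 active means inhibition above the mean over all tested compounds plus 3 SD, cut at about 4.2% in these data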;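 further: 0% = DAX1-transfected cells with DMSO and 100% = empty-vector control cells with DMSO; inhibition shows as a rise in luminescence from relieved DAX1 repression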
Target sequence (P51843 207-470 limits assumed): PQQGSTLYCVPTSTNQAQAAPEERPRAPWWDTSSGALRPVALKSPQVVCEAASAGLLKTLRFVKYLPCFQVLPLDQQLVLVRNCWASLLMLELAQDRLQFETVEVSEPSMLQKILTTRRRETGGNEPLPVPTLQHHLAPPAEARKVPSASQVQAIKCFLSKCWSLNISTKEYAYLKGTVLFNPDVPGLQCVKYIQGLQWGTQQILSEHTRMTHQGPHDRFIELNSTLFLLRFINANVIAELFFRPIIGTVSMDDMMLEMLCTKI
hgDAF12 agonist = H. glycines DAF-12 receptor agonists, primary screen, cell-based, luminescence, HEK293, GAL4 fusion, UAS-luciferase. Nuclear hormone receptor DAF-12 (Heterodera glycines), GAL4 fusion. HEK293 GAL4-hgDAF12 UAS-luciferase reporter, agonist luminescence; normalized to butyrate control. activation, % at 6.8 µM. 370,000 tested, 1.8% active;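 active means activation above a cutoff set at the mean of all screened compounds plus 3 SD, cut at about 10% in these data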;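 further: 0% = DMSO wells and 100% = sodium butyrate wells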
hcDAF-12 act = H. contortus DAF-12 nuclear receptor activators, primary screen, cell-based, luminescence, HEK293, lit1-tk-luc reporter. HEK293 hcDAF-12 lit1-tk-luc reporter; 0% DMSO, 100% Δ7-dafachronic acid. activation, % at 6.8 µM. 370,000 tested, 1.4% active. AID 652067, 2013;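 active means activation above the mean of all tested compounds plus 3 SD, cut at about 5.5% in these data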;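 further: 100% = response to 3 µM Δ7-dafachronic acid high control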
DAX1 inh-2 = DAX1 (NR0B1) inhibitors on StAR promoter, primary screen, cell-based, luminescence, SF-1 (NR5A1), full-length DAX-1. inhibition, % at 6.8 µM. AID 652010, 2013. 370,000 tested, 1.1% active. HEK293T StAR-luciferase reporter, SF-1/DAX-1 repression relief;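 active means inhibition above the mean over all tested compounds plus 3 SD, cut at about 3.6% in these data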;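 further: 0% = DAX-1 cells with DMSO and 100% = cells lacking DAX-1 with DMSO; higher inhibition means more luminescence from relief of DAX-1 repression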
ssDAF-12 act = S. stercoralis DAF-12 nuclear receptor activators, primary screen, cell-based, luminescence, HEK293, GRIP1 co-expression, lit1-tk-luc | Nuclear hormone receptor DAF-12 (Strongyloides stercoralis) | HEK293 ssDAF-12/GRIP1 lit1-tk-luc reporter; % of 3 µM dafachronic acid response | activation, % at 6.8 µM | 370,000 tested, 1% active | AID 652126, 2013;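 active means activation above the mean over all tested compounds plus 3 SD, cut at about 0.9% in these data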;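 further: 0% = DMSO-only wells and 100% = 3 µM delta7-dafachronic acid wells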
GAA850 FXN act = FXN promoter activators, primary screen, cell-based, luciferase luminescence, HEK293 lucGAA850. AID 540364, 2011. activation, % at 6 µM. 360,000 tested, 0.56% active. HEK293 lucGAA850 FXN promoter luciferase reporter, 24 h; percent of 10 µM SAHA response;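 active means activation above the average of all compounds screened plus 3 SD, cutoff fixed separately per campaign, cut at about 7.5% in these data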;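 further: 0% = DMSO wells and 100% = 10 µM SAHA wells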
HGIII-sPLA2 inh = human group III sPLA2 inhibitors, primary screen, biochemical, QFRET, BODIPY PC-A2 liposome substrate; Group 3 secretory phospholipase A2 (Homo sapiens), Q9NZ20; inhibition, % at 12.2 µM; QFRET BODIPY PC-A2 liposome hydrolysis, fluorescence; 370,000 tested, 0.56% active; AID 743126, 2013;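 active means inhibition above mean plus 3 SD of compounds lying within the high and low control bounds, cut at about 19% in these data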;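 further: 0% = median of test compound wells and 100% = no enzyme DMSO wells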
Target sequence (Q9NZ20 whole entry, looked up): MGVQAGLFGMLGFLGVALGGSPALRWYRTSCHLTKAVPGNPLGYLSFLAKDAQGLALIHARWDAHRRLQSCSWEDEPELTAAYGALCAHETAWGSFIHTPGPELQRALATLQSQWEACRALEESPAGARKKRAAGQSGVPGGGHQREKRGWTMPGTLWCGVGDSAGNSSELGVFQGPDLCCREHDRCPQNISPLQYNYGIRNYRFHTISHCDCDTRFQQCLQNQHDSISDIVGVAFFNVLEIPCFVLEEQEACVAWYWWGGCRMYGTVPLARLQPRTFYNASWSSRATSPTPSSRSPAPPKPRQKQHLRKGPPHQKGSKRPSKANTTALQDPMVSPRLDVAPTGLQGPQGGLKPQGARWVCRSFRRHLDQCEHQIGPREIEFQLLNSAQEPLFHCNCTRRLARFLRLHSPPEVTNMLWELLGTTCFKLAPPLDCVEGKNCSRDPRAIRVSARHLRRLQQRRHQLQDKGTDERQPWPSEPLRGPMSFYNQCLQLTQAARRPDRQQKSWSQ
PLC-gamma1 inh = PLC-gamma1 enzyme inhibitors, primary screen, biochemical, fluorescence, purified enzyme | 370,000 tested, 0.84% active | fluorogenic substrate | 1-phosphatidylinositol 4,5-bisphosphate phosphodiesterase gamma-1 (Homo sapiens), P19174 | AID 720700, 2013 | inhibition, % at 12.2 µM; in the data active means inhibition above about 9.5%
Numbers without * were called inactive; i = inactive; x = no result given.

SMILES	ADAM17 inh	PLC-beta3 inh	ADAM10 inh	DAX1 inh-1	hgDAF12 agonist	hcDAF-12 act	DAX1 inh-2	ssDAF-12 act	GAA850 FXN act	HGIII-sPLA2 inh	PLC-gamma1 inh
CC1(C)Oc2ccc3ccc(=O)oc3c2/C(=N/O)C1=O	i	i	i	-1.4	-1.0	-1.2	0.5	-1.6	0.0	-7.7	i
CCc1c(N)nc(N)nc1Nc1ccccc1Cl	6.2	11.5*	5.0	-0.8	-2.2	-1.7	-1.9	-1.4	-1.7	14.0	11.2*
Cc1cccc(Nc2nnc(SCC(=O)Nc3ccc(C(=O)O)cc3)s2)c1	-5.8	0.2	5.8	1.6	-0.2	0.7	3.5	-0.5	1.1	-21.4	9.8*
CNC(=O)c1c(NC(=O)C2=COCCO2)sc(C)c1C	-5.1	-17.1	-3.4	0.1	-1.3	-2.1	-1.7	-0.8	-1.0	0.7	-4.3
Cc1ccc(CONC(=O)c2cccc([N+](=O)[O-])c2)cc1	-5.7	-8.6	-4.0	4.7*	3.4	-1.2	-1.3	-1.5	1.1	8.7	-0.5
O=C(CN1C(=O)CCS(=O)(=O)c2ccccc21)Nc1ccc2c(c1)OCCO2	-0.6	3.4	-0.7	-0.4	0.8	-1.5	0.2	-1.4	-0.3	5.1	1.8
CCC(C)N(C(=O)c1csnn1)C(C(=O)NCc1ccc(F)cc1)c1ccccc1F (centres undefined)	0.3	-2.5	-0.2	1.4	-1.5	-0.9	0.2	-0.8	-0.9	-1.7	2.6
O=C(CCc1ccccc1)Nc1ccnn1C1CCN(C/C=C/c2ccccc2)CC1	-5.3	-5.6	3.0	0.2	2.6	0.6	1.6	-0.7	1.3	-7.0	2.5
CCN(CC(=O)NC(C)C)C(=O)C(CCSC)NC(=O)c1ccccc1OC (centres undefined)	-0.9	-2.6	-3.4	3.0	2.9	-0.9	-0.6	-2.0	0.4	-0.2	0.3
O=C(Nc1ccccc1Cl)Nc1cccnc1Cl	1.0	0.5	0.1	1.1	1.8	-1.9	-0.8	-0.9	2.1	0.7	-0.3
COc1cc2cc(-c3ccc(OC)c(OC)c3C)nc(N)c2cc1OC	-25.7	-105.6	-74.2	x	-5.3	-1.9	0.6	-1.2	-2.3	-1.6	-69.4
C=Cn1cc[n+](CC(=O)c2ccc(OC)c(OC)c2)c1	1.4	5.7	-1.5	1.0	0.3	0.0	0.1	-1.1	0.6	-0.9	7.6

Filtered by structure: the entries above containing a Cl atom.
SMILES	ADAM17 inh	PLC-beta3 inh	ADAM10 inh	DAX1 inh-1	hgDAF12 agonist	hcDAF-12 act	DAX1 inh-2	ssDAF-12 act	GAA850 FXN act	HGIII-sPLA2 inh	PLC-gamma1 inh
CCc1c(N)nc(N)nc1Nc1ccccc1Cl	6.2	11.5*	5.0	-0.8	-2.2	-1.7	-1.9	-1.4	-1.7	14.0	11.2*
O=C(Nc1ccccc1Cl)Nc1cccnc1Cl	1.0	0.5	0.1	1.1	1.8	-1.9	-0.8	-0.9	2.1	0.7	-0.3

Carrying on.
SMILES	ADAM17 inh	PLC-beta3 inh	ADAM10 inh	DAX1 inh-1	hgDAF12 agonist	hcDAF-12 act	DAX1 inh-2	ssDAF-12 act	GAA850 FXN act	HGIII-sPLA2 inh	PLC-gamma1 inh
CCOC(=O)Nc1nnc(CCc2ccccc2)s1	-28.1	-6.8	-88.5	-0.2	1.8	0.0	0.6	-1.0	-1.2	-7.7	-4.2
Cc1ccc(N2CC(NC(=O)C(=O)c3c(C)[nH]c4ccccc34)CC2=O)cc1C (centres undefined)	-8.7	-6.9	1.3	0.1	-0.5	-1.0	-1.4	-0.2	-0.3	-15.9	0.2
CC(C)Cn1c(=O)c2sccc2n2c(CCCC(=O)NC3CCN(Cc4ccccc4)CC3)nnc12	-1.1	-5.1	-1.9	0.4	-2.9	-2.6	-0.1	-1.3	1.2	-3.0	0.8
O=C1C[C@@H](c2ccc(O[C@@H]3O[C@H](CO)[C@@H](O)[C@H](O)[C@H]3O)cc2)Oc2cc(O)ccc21	3.5	4.1	8.6	-1.3	1.9	-0.5	0.5	-0.7	1.1	5.3	3.9
COc1cccc(CNC(=O)C2CCC(=O)N(CC3CCCCC3)C2)c1OC (centres undefined)	-5.0	-7.5	-1.9	-0.3	0.2	1.4	-0.3	-1.3	-2.3	4.1	3.3
O=C(COc1ccc(Cl)cc1)OCc1ccc(Cl)cc1	0.2	-2.9	-2.7	-1.1	0.0	-1.0	-0.2	-0.6	0.1	-0.9	-1.9
COc1ccc(NS(=O)(=O)c2ccc(-c3n[nH]c(=S)n3Cc3ccccc3)cc2)cc1	1.6	-8.2	8.3	-0.2	-2.1	-1.3	0.4	-1.1	2.5	4.2	-1.0
COc1ccc(C)cc1NC(=O)c1nnn(CCc2ccccc2)c1N	1.5	1.5	-1.7	-1.2	2.5	-2.9	-0.4	-1.3	-0.5	-6.3	-0.3
CC(=O)N(C)c1ccc(NC(=S)NC(=O)/C=C/c2ccco2)cc1	3.2	-8.3	-6.9	1.0	1.1	0.8	-0.5	-0.5	-0.4	-1.2	-2.8
O=C(CSc1nnc(C2COc3ccccc3O2)o1)NC1CCCCC1 (centres undefined)	-1.6	-1.3	-6.0	1.4	0.8	-2.3	0.4	-0.1	0.4	-3.0	0.7
COc1ccc(CNC2CCCCC2)cc1	2.2	3.6	4.9	0.9	3.2	-0.5	0.3	-1.4	0.4	4.3	4.3
CSc1ccc(S(=O)(=O)N2CCC(C(=O)Nc3ccc(NC(C)=O)cc3)CC2)cc1	-0.2	-25.0	5.9	-0.1	-0.7	-1.5	-0.2	-0.8	1.2	-6.4	4.2
COC(=O)C1CCN(C(=O)CCC2CCCCC2)CC1	-2.7	2.5	-4.4	1.3	2.0	0.1	0.5	-1.2	-0.7	5.6	-0.2
NC(=O)c1ccc(-c2ccc(N3C(c4ccsc4)=Cc4ccc(F)cc4C3CC(=O)c3ccco3)cc2)cc1 (centres undefined)	-6.0	-147.3	-33.4	x	-3.3	-0.6	-2.7	0.1	x	25.6*	-109.8
O=C(OCC(=O)c1ccccc1Cl)c1cnccn1	-2.3	2.3	-4.4	-0.9	-0.7	0.1	-0.2	-1.6	1.2	1.9	-0.8
CCOc1ccc(OCC(=O)OC(C)C(=O)NC2CCCCC2C)cc1 (centres undefined)	-4.3	-5.5	-16.7	1.8	1.9	-1.4	-0.6	-1.4	0.2	9.9	2.3
COCCOC(=O)c1c(C)oc2ccc(OC(=O)COc3c(F)c(F)c(F)c(F)c3F)cc12	-6.3	0.2	-1.8	0.7	1.1	-0.2	-0.7	-1.6	-0.1	3.8	-2.5
Cc1ccc2cc(CN(Cc3ccco3)C(=O)c3cccs3)c(=O)[nH]c2c1	-17.8	-36.0	-68.5	-2.9	6.7	0.4	-1.6	-0.8	-2.8	-0.7	-28.1
O=C(CSCc1nc2ccccc2[nH]1)Nc1ccc(Oc2ccccc2)cc1	6.3	0.3	10.9	-0.9	-2.4	-1.5	-0.5	-1.4	-2.1	-21.2	6.6
Cc1cc(CNC(=O)CC2C(=O)NCCN2Cc2ccccc2)nn1C (centres undefined)	-6.8	-16.3	-20.4	0.7	0.5	1.4	0.8	-0.9	-0.2	2.2	-12.8
Cc1nc(NCc2ccccc2)[nH]c(=O)c1CCC(C)C	-5.0	-0.6	-6.9	0.7	1.4	-0.4	-0.4	-1.5	-0.3	-16.4	1.1
CCn1c(SCC(=O)N/N=C\c2ccccc2OCC(=O)O)nnc1-c1ccc(Cl)cc1	-7.2	-8.9	-1.4	0.0	1.1	3.7	-0.5	-1.9	0.6	0.7	-0.9
Cc1ccc(C2CC(=O)c3cnc(NC(=O)c4ccco4)nc3C2)cc1 (centres undefined)	1.9	-2.7	-1.3	0.8	-0.5	-1.8	-0.8	-1.3	-0.6	-4.2	-2.1
c1ccc(C[n+]2ccc3ccccc3c2)cc1	-1.7	-8.8	3.0	0.7	-1.1	-0.8	-0.1	-1.3	-0.1	-4.9	-3.5
CC(=O)Nc1ccc(SCC(=O)Nc2ccc3c(c2)OCCO3)cc1	-0.6	2.7	-4.1	0.1	8.3	-0.6	-2.3	-0.7	-0.2	1.8	5.1
O=C(CSc1ccc2nnc(-c3ccccc3)n2n1)N1CCCCC1	-11.3	-39.8	-22.3	-1.1	-3.1	-0.3	0.2	-1.9	0.1	15.5	-24.7
Cc1ccc(S(=O)(=O)Nc2ccc3c(c2)OCCO3)c(C)c1NS(C)(=O)=O	-0.4	-3.9	-7.0	-2.1	-1.3	-0.7	-0.1	-0.8	-1.2	-5.5	2.0
CCOc1ccc(C(=O)N/N=C/c2cc([N+](=O)[O-])cs2)cc1	3.4	1.7	8.9	1.4	-0.8	-0.7	0.1	-1.6	0.6	-0.5	0.3
Cc1cc(C(=O)CCC(=O)NC(C)c2ccc(S(N)(=O)=O)cc2)c(C)s1 (centres undefined)	-2.7	1.6	-2.4	-0.3	-0.8	-1.4	0.3	-1.5	3.7	1.4	-0.1
Cc1nc(N2CCOCC2)c(C#N)c(C)c1Br	-3.1	-4.6	-17.0	1.9	-0.9	-1.3	-1.0	-1.3	-0.9	10.4	-2.2
COC(=O)N1Cc2ccnnc2CC1c1ccccc1-c1ccc(OC)cc1 (centres undefined)	-6.0	-0.1	-14.1	x	-2.3	0.5	0.7	-0.9	x	9.8	0.8
N=c1n(Cc2ccccc2)c2ccccc2n1CC(O)c1ccco1 (centres undefined)	-4.9	0.7	-3.4	-0.9	-1.1	-0.2	-0.3	-1.1	1.6	5.2	-2.2
Cc1ccccc1NC1=NC(=S)N(c2ccccc2)C12CCCCC2	3.8	3.5	5.1	-0.1	-0.8	-0.1	-1.4	-1.1	0.9	18.9	4.8
O=C(NNS(=O)(=O)c1ccc(Cl)cc1)c1cnn(-c2ccccc2)c1-n1cccc1	-2.2	-1.4	-15.7	2.5	2.0	-1.1	-0.1	-0.8	1.8	-34.4	0.9
C/C(=N\Nc1ncc(Cl)cc1Cl)c1ccc2c(c1)OCO2	-2.3	-9.0	-7.1	1.1	3.2	2.5	0.5	-0.2	1.0	19.7*	0.1
CN(C)S(=O)(=O)c1ccc(N2CCOCC2)c(C(=O)O)c1	0.6	5.1	3.1	-1.6	3.1	0.0	0.0	-1.7	-1.1	8.1	8.2

Screening results deposited in PubChem by The Scripps Research Institute Molecular Screening Center.

This is a random part of the collection. Share with any hit: about 6.9%.
